Source: PubChem BioAssay
KDM4C inh = inhibitors of GASC-1 (KDM4C) histone demethylase, primary screen, biochemical, single concentration HTS; AID 720574, 2013; Lysine-specific demethylase 4C (Homo sapiens), Q9H3R0; GST-KDM4C 2-372, H3K9me3 peptide, LANCE TR-FRET; 96,000 compounds, 0.15% hits; inhibition, % at 12.5 µM;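 active = mean replicate inhibition above about 25%, with at least 55% of replicates also reaching it, limit read from the data, passing the limit was not always enough; inconclusive = only one of those two conditions met; inactive = neither condition met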
Target sequence (Q9H3R0 2-372 limits assumed): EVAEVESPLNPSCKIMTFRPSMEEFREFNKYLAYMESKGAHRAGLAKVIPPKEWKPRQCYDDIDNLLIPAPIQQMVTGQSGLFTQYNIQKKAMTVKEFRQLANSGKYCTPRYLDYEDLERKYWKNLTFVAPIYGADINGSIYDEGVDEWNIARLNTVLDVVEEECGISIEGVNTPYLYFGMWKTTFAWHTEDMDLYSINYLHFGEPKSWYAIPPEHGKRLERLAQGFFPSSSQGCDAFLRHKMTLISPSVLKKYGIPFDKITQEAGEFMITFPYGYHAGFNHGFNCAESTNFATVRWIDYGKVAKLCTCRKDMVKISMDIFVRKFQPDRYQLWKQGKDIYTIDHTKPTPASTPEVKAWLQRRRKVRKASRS
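Assay system: GST-GASC-1 enzyme fragment 2-372 | Amount: 10 nM enzyme | Medium: HEPES buffer, pH 7.5, plus ascorbate | Reagent: H3K9me3 peptide substrate, Fe(II), 2-oxoglutarate | Doses: Single-point compound screen | Incubation: 30 min demethylation and 1 h detection at room temperature | Measured by: LANCE TR-FRET, excitation 340 nm, emissions 618 and 671 nm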
Pf Dd2 inh = P. falciparum Dd2 growth inhibitors, primary screen, SYBR Green fluorescence, single dose replicates. 72 h; active compounds read low. AID 1159554, 2015. 94,000 compounds, 2.3% hits. activity change, % at 10 µM; in the data active = activity change below about -80%; inconclusive = no clear call, values can overlap the other calls
Tcruzi prolif = T. cruzi intracellular proliferation inhibitors, primary screen, cell-based, beta-gal Tulahuen parasites, NIH3T3 host, luminescence; T. cruzi beta-gal in NIH3T3, GalScreen luminescence, 90 h; inhibition, % at 8.34 µM; 77,000 compounds, 5.9% hits;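 active = mean inhibition above about 93%, with at least 55% of replicates each passing it, limit read from the data, passing the limit was not always enough; inconclusive = only one of those two conditions holds; inactive = neither condition holds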
C diff HTS = C. difficile growth inhibitors, primary screen, HTS; Clostridium difficile clinical isolate growth, OD600, 24 h; active compounds read low; growth activity, negative = inhibition, % at 16 µg/mL (by protocol); 86,000 compounds, 0.25% hits;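 active = mean growth activity at or below -80% and every replicate also at or below -80%; inconclusive = mean at or below -80% but some replicate above -80%; inactive = mean growth activity above -80%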;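 note: 0% = DMSO wells and -100% = levofloxacin 16 µg/mL wells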
Starred values were filed as active, the others as inactive; ? = inconclusive; . = no result given; & = joins results of further samples.

SMILES | KDM4C inh | Pf Dd2 inh | Tcruzi prolif | C diff HTS
CCCN1C[C@H](C)[C@@H](OC)CN(C)C(=O)c2cc(NC(=O)NC3CCCCC3)ccc2OC[C@@H]1C | 1.0 | . | 95 | .
C[C@H](CO)N1C[C@H](C)[C@@H](CN(C)C(=O)Nc2cccc3ccccc23)OCCCC[C@H](C)Oc2ccc(NC(=O)Nc3cccc4ccccc34)cc2C1=O | -0.4 | -64 | 1 | .
O=C(C[C@H]1C[C@H]2c3cc(NC(=O)Cc4ccncc4)ccc3O[C@H]2[C@H](CO)O1)NCCc1ccccc1 | -2.8 | -33 | 34 | .
C[C@@H](O)C#Cc1cnc2c(c1)C(=O)N([C@@H](C)CO)C[C@H](C)[C@H](CN(C)Cc1cncnc1)O2 | 1.1 | 38 | 35 | -2
Cc1ccccc1S(=O)(=O)N1[C@@H](C#N)[C@H](c2ccccc2)[C@@H]1CO | -0.7 | 20 | -5 | -28
CCc1cnc(N2[C@@H](C#N)[C@H](c3ccc(C#Cc4ccccc4F)cc3)[C@@H]2CO)s1 | -1.3 | -44 | 110* | -4
CCCNC(=O)C[C@H]1C[C@H]2c3cc(NC(=O)Nc4ccccc4)ccc3O[C@H]2[C@H](CO)O1 | -2.3 | -22 | 36 | 0
C[C@@H]1CCCCO[C@H](CN(C)C(=O)C2CCCCC2)[C@@H](C)CN([C@H](C)CO)C(=O)c2cc(NC(=O)Nc3ccc(C(F)(F)F)cc3)ccc2O1 | 1.6 | -42 | 120* | 14
COc1ccc(C#Cc2ccc([C@@H]3[C@@H](CO)N4C(=O)CN(C(=O)c5cccnc5)C[C@H]34)cc2)cc1 | 0.3 | -19 | . | -6
C[C@@H]1CN([C@@H](C)CO)C(=O)c2cc(C#C[C@@H](C)O)cnc2O[C@H]1CN(C)Cc1cccc(C(=O)O)c1 | -0.5 | 4 | 18 | -2
COc1cccc(C#Cc2ccc3c(c2)O[C@H](CN(C)C(C)=O)[C@@H](C)CN([C@@H](C)CO)S3(=O)=O)c1 | -0.8 | -60 | ? | -9
CCCN1C[C@@H](C)[C@@H](OC)CN(C)C(=O)c2ccc(NS(C)(=O)=O)cc2OC[C@H]1C | -0.1 | . | -11 | 0
CCCN(C)C[C@H]1OCCCC[C@H](C)Oc2ccc(NC(=O)Cc3ccccc3)cc2C(=O)N([C@H](C)CO)C[C@H]1C | -1.6 | -23 | 20 | -2
O=C(NC1CCCC1)[C@@H]1[C@@H](CO)[C@@H]2Cn3c(ccc(-c4ccccc4)c3=O)[C@H]1N2CC1CC1 | 0.5 | 15 | . | -11
O=C(C[C@@H]1CC[C@H]2[C@@H](COC[C@H](O)CN2Cc2ccc3c(c2)OCO3)O1)Nc1ccccc1 | 1.2 | -14 | 41 | .
O=C(c1ccccc1F)N1C[C@@H]2[C@H](c3ccccc31)[C@@H](CO)N2C(=O)c1ccncc1 | -0.5 | -3 | 11 | -4
COC(=O)C[C@H]1CC[C@@H]2[C@H](COC[C@@H](O)CN2C(=O)Nc2ccccc2OC)O1 | 0.8 | 13 | -1 | 40&6
COc1cccc(S(=O)(=O)N[C@@H]2CC[C@H](CCNC(=O)Cc3ccncc3)O[C@H]2CO)c1 | -0.1 | 4 | -15 | 8
C/C=C/c1ccc([C@@H]2[C@H](CO)N(C(=O)CC)C23CN(S(C)(=O)=O)C3)cc1 | -0.6 | -3 | . | 4
CC(C)NC(=O)N1CCCCN2[C@@H](CO)[C@@H](c3ccc(C#Cc4ccccc4)cc3)[C@@H]2C1 | -1.0 | -69 | 80 | 24
COc1ccc(S(=O)(=O)N2CCCCN3[C@@H](CO)[C@@H](c4ccc(C5=CCCCC5)cc4)[C@@H]3C2)cc1 | . | -77 | 91 | 18
C[C@H]1CN([C@@H](C)CO)S(=O)(=O)c2ccc(C3=CCCCC3)cc2O[C@H]1CN(C)C(=O)C1CC1 | -1.0 | -4 | 71 | -4
O=C(C[C@@H]1CC[C@H]2[C@@H](COC[C@H](O)CN2CC2CCCCC2)O1)NCC1CC1 | 0.4 | -8 | -17 | .
C[C@@H]1CN([C@@H](C)CO)C(=O)c2cc(C#CCN(C)C)cnc2O[C@H]1CN(C)C(=O)Cc1ccncc1 | 5.5 | 32 | 39 | 4
CCC(=O)N1[C@H](CO)[C@H](c2ccccc2)[C@H]1CNC(=O)CN1CCOCC1 | -0.3 | 21 | 16 | -3
Cc1ccc(-c2ccc([C@H]3[C@H](CO)N4CCCCN(S(=O)(=O)c5cccc(C)c5)C[C@@H]34)cc2)cc1 | . | -49 | 55 | 50
C[C@@H]1CN([C@@H](C)CO)C(=O)Cc2cc(NS(=O)(=O)c3cn(C)cn3)ccc2O[C@H]1CN(C)C(=O)NC1CCCCC1 | 1.5 | 18 | -8 | 3
COc1cccc(-c2ccc([C@@H]3[C@@H](CO)N4C(=O)CN(C(=O)CN5CCOCC5)C[C@H]34)cc2)c1 | 1.7 | 8 | . | -1
C[C@@H]1CN([C@H](C)CO)C(=O)c2c(c3ccccc3n2C)-c2ccccc2CO[C@H]1CN(C)C(=O)[C@@H](Cc1ccccc1)N(C)C | -0.1 | -42 | 32 | 7
CN1c2ccc(Br)cc2[C@H]2[C@H](CCN2C(=O)Nc2cccc(F)c2)[C@@H]1CO | 0.4 | -70 | 83 | 39
COc1ccc(CN(C)C[C@H]2OCCCC[C@@H](C)Oc3ccc(NC(=O)CCC(F)(F)F)cc3C(=O)N([C@H](C)CO)C[C@@H]2C)cc1 | -0.1 | 19 | -102 | -5
C[C@@H]1CN([C@H](C)CO)C(=O)c2cccc(NC(=O)Nc3ccc4c(c3)OCO4)c2O[C@H]1CN(C)Cc1ccc(C(=O)Nc2ccccc2N)cc1 | 0.1 | -86* | 112* | .
COC(=O)C[C@H]1CC[C@@H]2[C@@H](COc3ccc(NS(=O)(=O)c4cccc(F)c4)cc3C(=O)N2C)O1 | 0.7 | 3 | 3 | 2
O=C(C[C@H]1C=C[C@@H](NC(=O)CN2CCOCC2)[C@@H](CO)O1)NCc1cccc(F)c1 | 0.8 | 20 | 2 | .
O=C(C[C@H]1CC[C@H]2[C@@H](COC[C@@H](O)CN2Cc2cccc(C(F)(F)F)c2)O1)NCc1ccc(Cl)cc1 | -3.0 | -3 | 125* | 45&36
C[C@H](CO)N1C[C@H](C)[C@@H](CN(C)C)Oc2ccc(NS(=O)(=O)c3ccc(Cl)cc3)cc2CC1=O | -0.5 | -2 | . | 0
COc1ccc2c3c(n(C)c2c1)[C@@H](CO)N(C(=O)Nc1ccc(F)cc1)CC31CCN(C(=O)CC2CC2)CC1 | -0.3 | -63 | . | 31
C[C@@H]1CCCCO[C@@H](CN(C)Cc2ccncc2)[C@@H](C)CN([C@H](C)CO)C(=O)c2cc(NS(=O)(=O)c3ccccc3)ccc2O1 | -0.2 | 3 | -55 | 2
C[C@H](CO)N1C[C@H](C)[C@H](CN(C)C(=O)NC2CCCCC2)Oc2ncc(C#CCN(C)C)cc2C1=O | 3.9 | 34&30 | 21&59 | .
C[C@@H]1CN([C@H](C)CO)C(=O)c2cc(NC(=O)C3CC3)ccc2O[C@@H]1CN(C)Cc1ccncc1 | 0.1 | 12 | 3 | 1
C[C@H]1CN([C@@H](C)CO)C(=O)c2cc(C#CC3(O)CCCC3)cnc2O[C@@H]1CN(C)C(=O)Cc1ccccc1 | -1.3 | 21 | -52 | -1
C/C=C/c1cnc2c(c1)C(=O)N([C@@H](C)CO)C[C@@H](C)[C@H](CN(C)C(=O)Nc1c(C)noc1C)O2 | 0.3 | 20 | 23 | 1
CC(C)NC(=O)N1CCCCN2[C@H](C1)[C@H](c1ccc(C#CC3CC3)cc1)[C@@H]2CO | 1.5 | 0 | 36 | 14
O=C(NC[C@H]1CC[C@@H]2[C@@H](CN2S(=O)(=O)c2ccccc2[N+](=O)[O-])O1)C1CC1 | . | 37 | . | 0
C[C@H]1CCCCO[C@@H](CN(C)C(=O)Nc2ccccc2)[C@@H](C)CN([C@@H](C)CO)C(=O)c2cc(NC(=O)C3CCCCC3)ccc2O1 | -0.9 | -24 | 59 | -1
CO[C@@H]1CN(C)C(=O)c2ccc(NC(=O)C3CCCCC3)cc2OC[C@H](C)N(C(=O)c2ccccc2)C[C@@H]1C | -0.3 | -58 | -28 | .
O=C(Nc1ccc(F)cc1)N[C@@H]1CC[C@@H](CC(=O)N2CCCCC2)O[C@H]1CO | 2.2 | 1 | -14 | 4
C[C@@H]1CCCCO[C@@H](CN(C)Cc2ccc3c(c2)OCO3)[C@@H](C)CN([C@H](C)CO)C(=O)c2cc(NC(=O)CCC(F)(F)F)ccc2O1 | 2.2 | 23 | 28 | 1
COCC#Cc1cnc2c(c1)C(=O)N([C@@H](C)CO)C[C@H](C)[C@@H](CN(C)S(=O)(=O)c1cn(C)cn1)O2 | 0.8 | 12 | . | -6
COc1ccc(C#Cc2ccc3c(c2)[C@H]2[C@H](CCN2C(=O)C2CCCCC2)[C@@H](CO)N3)cc1 | -0.3 | -55 | 84 | 11
Next part
SMILES | KDM4C inh | Pf Dd2 inh | Tcruzi prolif | C diff HTS
C[C@@H]1CN([C@H](C)CO)C(=O)c2cccc(NS(=O)(=O)c3cccs3)c2O[C@H]1CN(C)S(=O)(=O)c1ccc(Cl)cc1 | 6.6 | 13 | -1 | -1
COc1ccccc1C(=O)Nc1ccc2c(c1)C(=O)N(C)[C@@H]1CC[C@H](CC(=O)NCc3ccc(Cl)c(Cl)c3)O[C@H]1CO2 | -2.2 | -10 | 8 | 8
C[C@H](CO)N1C[C@H](C)[C@@H](CN(C)C(=O)NC2CCCCC2)OCCCC[C@H](C)Oc2ccc(NC(=O)Nc3ccc(C(F)(F)F)cc3)cc2C1=O | -1.2 | -3 | 92 | -1
C[C@@H]1CN([C@@H](C)CO)S(=O)(=O)c2ccc(-c3ccccc3)cc2O[C@@H]1CN(C)C(=O)Cc1ccccc1 | -0.8 | 10 | . | 7
CO[C@@H]1CN(C)C(=O)c2ccc(NC(=O)Nc3ccc(Cl)cc3)cc2OC[C@@H](C)NC[C@@H]1C | -0.3 | . | -76 | .
CC(C)NC(=O)N[C@@H]1C=C[C@H](CC(=O)NCc2ccc(Oc3ccccc3)cc2)O[C@H]1CO | -0.2 | 1 | 35 | -4
CN(C)C(=O)C[C@@H]1C=C[C@H](NC(=O)C2CCOCC2)[C@@H](CO)O1 | -0.3 | 10 | . | 0
OC[C@@H]1[C@H](c2ccc(C#CC3(O)CCCC3)cc2)[C@H]2CN(Cc3cccnc3)CCCCN12 | 1.7 | -8 | 120* | 0
COc1ccc(NC(=O)N2CC(=O)N3[C@@H](CO)[C@H](c4ccc(C#CCC5CCCC5)cc4)[C@@H]3C2)cc1 | -2.7 | -90* | . | -3
C[C@@H]1CN([C@@H](C)CO)C(=O)Cc2cc(NS(=O)(=O)c3cn(C)cn3)ccc2O[C@H]1CN(C)Cc1ccc2c(c1)OCO2 | 0.4 | 11 | -26 | 1
O=C(N[C@H]1CC[C@@H](CCn2cc(C3(O)CCCC3)nn2)O[C@@H]1CO)C1CCC1 | 0.8 | 5 | . | 1
C[C@@H]1CN([C@@H](C)CO)C(=O)c2cc(-c3ccncc3)cnc2O[C@H]1CN(C)C(=O)NC1CCCC1 | -0.4 | 12 | . | 1
COCC(=O)N(C)C[C@@H]1Oc2ncc(C#Cc3ccncc3)cc2C(=O)N([C@@H](C)CO)C[C@H]1C | -0.3 | -4 | 9 | -2
CCC(=O)N1CCCCN2[C@@H](CO)[C@H](c3ccc(-c4ccc(F)cc4)cc3)[C@@H]2C1 | -0.6 | 16 | 101* | 0
